# Screening results: PubChem BioAssay, Broad Institute
# Cneo AK release = Cryptococcus neoformans lysis via adenylate kinase release | C. neoformans lysis, adenylate kinase release luminescence, 4 h; normalised: neutral wells 0, clomiphene wells 100 | lysis activity, % at 15 µM | hit rate 0.2% among 360,000 | AID 651654;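 active = mean lysis activity across replicates of at least 80%, whatever share of replicates individually reach that level; inactive = mean lysis activity below 80%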
#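 read-out = cell lysis signal | test system = log-phase Cryptococcus neoformans yeast cells | input = cells at 5 × 10^6 per mL | medium = fresh YPD growth medium | signal = luminescent adenylate kinase detection reagent | timing = 4 h at 37 °C static, read 1 h later | dosing = single dose | controls = Clomiphene as positive lysis control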
# miR122 inh = inhibitors of miR-122 in Huh7 cells; Huh7 miR-122 Renilla luciferase sensor, 48 h; neutral wells = 0, positive control = 100; activation (reporter increase), % at 12.5 µM; hit rate 0.3% among 340,000; AID 602342;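 active = mean replicate activation score at least 90 and every replicate individually at or above 90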;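 also: higher luciferase means less miR-122 activity so hits act as miR-122 inhibitors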
# FN deposit inh = fibronectin deposition inhibition; AH1F fibroblasts, Alexa488-fibronectin deposition fluorescence, overnight; inhibition, % at 12.6 µM; hit rate 0.086% among 350,000; AID 743247;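 active = mean inhibition across replicates of 30% or more, regardless of how many single replicates reach that level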;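 also: positive control wells lacked labelled fibronectin entirely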
#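 Assay system: AH1F fibroblasts assembling fluorescent fibronectin matrix; Amount: 10000 AH1F cells per well; Buffer or medium: DMEM, 2% serum; Probe or stimulus: Alexa488-fibronectin, 24 nM final in well; Doses: single compound dose, delivered by pin transfer; Incubation: 1 h adhesion, overnight exposure; Measured by: fluorescence 485/525 nm; Read-out: fibronectin deposition inhibition.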
# PglD DTNB = blocks C. jejuni PglD acetyltransferase activity | purified PglD enzyme, DTNB colorimetric CoA detection | inhibition, % at 12.5 µM | hit rate 0.098% among 360,000; in the data active = inhibition above about 16%, passing the limit was not always enough; also: strong numbers were not always called active
# PGC1a acetyl inh = PGC1a acetylation modulation, inhibitor mode; U2OS PGC1a acetylation, AlphaScreen anti-acetyl-lysine; with virally co-expressed GCN5 acetyltransferase; inhibition, % at 15.6 µM; hit rate 0.17% among 350,000;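 active = every replicate shows inhibition of at least 40%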;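 also: 0% = neutral control wells and 100% = positive control wells; some results beyond the cut were filed as inactive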
# C2C12 statin = protects C2C12 myotubes from simvastatin toxicity. ATP luminescence, 48 h; scaled: DMSO 0, geranylgeraniol control 100. rescue of ATP level, % at 7.49 µM. hit rate 0.78% among 330,000. AID 602340;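 active = mean ATP rescue above about 67%, or every replicate alone reaching that limit, limit read from the data, passing the limit was not always enough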;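 also: myotubes were challenged with 10 µM simvastatin during compound exposure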
# CFTR F508del cor = CFTR F508del correction in bronchial cells; CFBE cells, YFP halide quenching; stimulated with forskolin plus potentiator P3; % fluorescence drop versus neutral controls; activity (quench increase), % at 7.58 µM; hit rate 0.36% among 350,000; AID 720511;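 active = mean added fluorescence quench of at least 8% versus neutral control, with both replicates also reaching 8%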;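 also: cells transiently co-express mutant CFTR-F508del with the halide-sensitive YFP; corrector assay measuring rescue of mutant channel to the surface after 24 h compound exposure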
# INS-1E GSIS act = primary screen for activators of insulin secretion dependent on glucose, INS-1E cells, GLuc reporter luminescence; INS-1E GLuc reporter insulin secretion, 2-3 h; activation, % at 16.6 µM; hit rate 0.61% among 370,000;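 active = lowest replicate activation of at least 40%, so every replicate reaches that level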;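 also: 0% = median of neutral control wells and 100% = median of IBMX positive control wells; some compounds called inactive have numbers as strong as hits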
# Active calls of the source: *; · = no result given; [ ] = another dose, or the depositor's remark. Outcome played no part in choosing rows, and some 2.1% of all compounds hit somewhere here.
SMILES,Cneo AK release,miR122 inh,FN deposit inh,PglD DTNB,PGC1a acetyl inh,C2C12 statin,CFTR F508del cor,INS-1E GSIS act
O=C(OCc1ccc([N+](=O)[O-])cc1)c1ccc2ccccc2n1,·,·,3,·,1,·,0.1,-20
Cc1ccccc1CSCCNC(=O)Nc1ccccc1,·,35,-5,·,4,7,-6.2,-16
OCCC1CN(Cc2cccn2-c2cccnc2)CCN1CCc1ccccc1 (stereo not given),-1,-2,·,-3,6,7,-2.8,3
O=C(Nc1cccc(C(=O)N2CCCc3ccccc32)c1)c1ccccc1,2,19,4,0,-21,12,2.5,4
NNC(=O)c1oc2nc(-c3ccco3)cc(-c3ccco3)c2c1N,-1,1,0,-4,-10,·,·,6
Nn1c(SCC(=O)NC2CCS(=O)(=O)C2)nc2scc(-c3ccccc3)c2c1=O (stereo not given),0,1,-2,0,-5,-10,1.9,·
COCC(=O)N1CC2(C1)[C@H](c1ccc(C3=CCCC3)cc1)[C@H](CO)N2C(=O)COC,·,·,2,·,-3,·,-1.6,16
CCn1c(CNC(=O)C23CC4CC(CC(C4)C2)C3)nnc1SCC(=O)Nc1nnc(C)s1,-2,-3,-5,-5,·,0,-4.1,-10
COc1ccc(S(=O)(=O)N(C)C[C@H]2OCCCC[C@H](C)Oc3ccc(NS(=O)(=O)c4ccc(C)cc4)cc3C(=O)N([C@H](C)CO)C[C@H]2C)cc1,6,-6[16.7 µM],·,2,9,9,1.3,7
COc1ccc(NC(=O)CSc2cn[nH]n2)c(OC)c1,1,-7,-1,2,4,10,-0.2,17
O=C(NCCCO)C(=O)NCC(c1ccc2c(c1)OCO2)N1CCN(c2ccc(F)cc2)CC1 (stereo not given),2,·,-6,-2,·,5,-0.1,-14
Cc1ccc(C(=O)NC(=S)Nc2ccccc2C(F)(F)F)cc1C,-1,-2,·,1,5,93*,·,·
Cc1cc(NC(=O)COc2ccccc2C)ccc1NC(=O)c1cccs1,-3,-6,6,-5,-36,-11,-0.9,-1
Cc1ccccc1NC(=O)CSc1ccc(-c2ccco2)nn1,3,0,-6,3,1,-11,·,14
CCn1c(SCc2nc(N)nc(N3CCCCC3)n2)nc2c1c(=O)n(C)c(=O)n2C,7,0,·,-2,16,·,·,17

# Entries of single compounds as entered above:
# Results for CCn1c(CNC(=O)C23CC4CC(CC(C4)C2)C3)nnc1SCC(=O)Nc1nnc(C)s1 : Cneo AK release: -2; miR122 inh: -3; FN deposit inh: -5; PglD DTNB: -5; PGC1a acetyl inh: ·; C2C12 statin: 0; CFTR F508del cor: -4.1; INS-1E GSIS act: -10
# Results for COc1ccc(NC(=O)CSc2cn[nH]n2)c(OC)c1 : Cneo AK release: 1; miR122 inh: -7; FN deposit inh: -1; PglD DTNB: 2; PGC1a acetyl inh: 4; C2C12 statin: 10; CFTR F508del cor: -0.2; INS-1E GSIS act: 17

# Remaining list, next part:
SMILES,Cneo AK release,miR122 inh,FN deposit inh,PglD DTNB,PGC1a acetyl inh,C2C12 statin,CFTR F508del cor,INS-1E GSIS act
CCOC(=O)c1c(C)[nH]c(C(=O)OCC(=O)NCc2ccc(OC)c(OC)c2)c1C,-1,-12,3,0,-11,-6,-3.2,5
CS(=O)(=O)N1CCN(c2ccc(NC(=O)c3ccc([N+](=O)[O-])o3)cc2)CC1,-1,-2,36*,9,·,35,-4.3,11
O=C(CC1S/C(=N/N=C/c2cccnc2)NC1=O)Nc1ccccc1 (stereo not given),-1,-7,4,0,·,6,-2.9,17
COc1ccc(Cl)cc1NC(=O)C1CC(=O)N(C2CCCCC2)C1 (stereo not given),-1,-4,-3,0,·,·,1.2,-10
CCCNC(=O)[C@H]1[C@H](CO)[C@H]2Cn3c(ccc(-c4ccccc4F)c3=O)[C@@H]1N2CC1CC1,-1,2[16.7 µM],·,-1,4,2,-1.7,4
COC(=O)[C@@]12CCCCN1[C@H](c1ccc(SC3CCCCC3)c(OC)c1)[C@@H]1C(=O)N(C)C(=O)[C@@H]12,0,-5,7,2,-16,22,-2.0,·
COCC(=O)N(C)C[C@@H]1Oc2cc(-c3cccnc3)ccc2S(=O)(=O)N([C@@H](C)CO)C[C@H]1C,2,-8[16.7 µM],-2,1,10,7,-2.2,10
COc1ccc(S(=O)(=O)Nc2cccc3c2O[C@@H](CN(C)Cc2ccc(C(=O)Nc4ccccc4N)cc2)[C@@H](C)CN([C@@H](C)CO)C3=O)cc1,3,21[16.7 µM],·,-3,20,59,0.8,21
CCOC(=O)Cn1c(=S)[nH]c2c(oc3ccc(Cl)cc32)c1=O,0,-7,-6,-4,1,3,·,·
COc1ccccc1C(=O)NC(=S)N1CCCc2ccccc21,-1,·,·,-4,0,-20,0.5,5
N#C[C@@H]1[C@H](c2ccccc2-c2ccccc2)[C@H](CO)N1C(=O)NC1CCCC1,·,·,-7,·,-2,·,1.9,-18
CNC(=O)c1ccc(CN(C)C(=O)c2cc(C3CC3)nc3c2cnn3C(C)C)cc1,1,8,11,-2,-5,-6,-2.5,·
COc1cc([C@H]2Oc3c(OC)cc(CCCO[C@@H]4O[C@H](CO)[C@@H](O)[C@H](O)[C@H]4O)cc3[C@@H]2CO)ccc1O,2,-4,·,4,-2,-11,-0.2,13
COc1ccc(CN(C)C[C@@H]2Oc3c(NC(=O)Nc4ccccc4)cccc3C(=O)N([C@@H](C)CO)C[C@H]2C)cc1,51,17[16.7 µM],·,-5,6,-12,0.0,-9
O=C(N/N=C/c1ccc(O)cc1)Nc1cccc2nsnc12,·,·,9,·,16,·,-12,6
CO[C@@H]1CN(C)C(=O)c2cc(NC(=O)c3ccccc3F)ccc2OC[C@H](C)N(C(=O)c2ccccc2F)C[C@H]1C,-6,·,0,2,-1,10,-1.9,2
CN(C)C(=O)c1cn(-c2ccc(Cl)cc2)c(=O)c2ccccc12,·,·,-2,·,13,·,0.1,2
CCC(=O)N1c2ccc(S(=O)(=O)NCCc3ccc(OC)c(OC)c3)cc2CC1C (stereo not given),1,-1,-8,0,7,13,-5.1,48
Cc1cc(NC2CCCCC2)nc(-c2ccccc2O)n1,1,5,·,1,-5,-22,·,·
COc1ccc(-c2csc(NC(=O)Nc3ccccc3)n2)cc1,-2,4,-5,1,·,-9,-0.7,6
CCOc1ccccc1C=NNc1ccc([N+](=O)[O-])cn1,9,-1,·,-3,22,7,-0.6,29
COc1ccccc1CC(=O)OCC(=O)N1CCN(c2ccc(F)cc2)CC1,2,-8,-1,2,7,2,-0.8,-28
O=C(Nc1ccc(Cl)cc1)Nc1cccc(C(=O)O)c1,·,3,0,·,9,·,0.3,-1
C[C@@H]1CN([C@H](C)CO)C(=O)Cc2cc(NC(=O)Nc3ccc4c(c3)OCO4)ccc2O[C@H]1CN(C)C(=O)Nc1cccc2ccccc12,-2,3[16.7 µM],-1,-4,0,-1,-1.1,-2
CCOC(=O)N1CCN(C(=O)/C(=C/c2cccs2)NC(=O)c2ccc(OC)c(OC)c2)CC1,-4,10,3,0,36,-11,1.3,1
C[C@H](NC(=O)C[C@@H]1CC[C@H]2[C@@H](COC[C@H](O)CN2C)O1)c1ccccc1,-3,2[16.7 µM],-14,-4,-1,8,0.8,7
Cc1c(N(C(=O)CNC(=O)c2ccccc2)C2(C(=O)NC3CCCC3)CCCCC2)c(=O)n(-c2ccccc2)n1C,2,-2,-17,1,·,-2,-2.5,8
CC(=O)N1N=C(c2ccco2)CC1c1cccs1 (stereo not given),0,-5,1,-4,0,-5,·,·
CCCN1C[C@@H](C)[C@H](OC)CN(C)C(=O)c2ccc(NC(=O)c3ccccn3)cc2OC[C@H]1C,·,13[16.7 µM],·,·,7,-9,-2.1,·
Cc1cc(NC(=O)CSc2nnnn2-c2ccc(F)cc2)no1,·,-13,2,·,·,2,-1.2,14

# Exported with two lines to a compound: part of the list above.
# Values run as follows: Cneo AK release	miR122 inh	FN deposit inh	PglD DTNB	PGC1a acetyl inh	C2C12 statin	CFTR F508del cor	INS-1E GSIS act
COC(=O)[C@@]12CCCCN1[C@H](c1ccc(SC3CCCCC3)c(OC)c1)[C@@H]1C(=O)N(C)C(=O)[C@@H]12
 : 0	-5	7	2	-16	22	-2.0	·
COCC(=O)N(C)C[C@@H]1Oc2cc(-c3cccnc3)ccc2S(=O)(=O)N([C@@H](C)CO)C[C@H]1C
 : 2	-8[16.7 µM]	-2	1	10	7	-2.2	10
COc1ccc(S(=O)(=O)Nc2cccc3c2O[C@@H](CN(C)Cc2ccc(C(=O)Nc4ccccc4N)cc2)[C@@H](C)CN([C@@H](C)CO)C3=O)cc1
 : 3	21[16.7 µM]	·	-3	20	59	0.8	21
CCOC(=O)Cn1c(=S)[nH]c2c(oc3ccc(Cl)cc32)c1=O
 : 0	-7	-6	-4	1	3	·	·
COc1ccccc1C(=O)NC(=S)N1CCCc2ccccc21
 : -1	·	·	-4	0	-20	0.5	5
N#C[C@@H]1[C@H](c2ccccc2-c2ccccc2)[C@H](CO)N1C(=O)NC1CCCC1
 : ·	·	-7	·	-2	·	1.9	-18

# More records follow:
SMILES,Cneo AK release,miR122 inh,FN deposit inh,PglD DTNB,PGC1a acetyl inh,C2C12 statin,CFTR F508del cor,INS-1E GSIS act
CN1CCN(C(=O)c2cnn3c(C(F)(F)F)cc(-c4cccs4)nc23)CC1,0,-3,0,-19,-11,·,·,30
Nc1nnc(Cc2ccc(Cl)cc2)s1,0,-5,·,0,-3,-14,·,·
CC1(C(=O)Nc2ccc3[nH]ncc3c2)CCN1C(=O)CCc1ccccc1 (stereo not given),2,-6,0,0,-16,7,-2.9,14
C[C@H](NC(=O)C[C@@H]1CC[C@@H](NS(=O)(=O)c2cccc(F)c2)[C@H](CO)O1)c1ccccc1,-2,·,2,-1,1,-7,1.1,2
CCCNC(=O)Nc1ccc2c(c1)OC[C@@H](C)N(Cc1ccccn1)C[C@H](C)[C@H](OC)CN(C)C2=O,9,·,3,6,-2,-6,-0.2,1
C[C@H](CO)N1C[C@H](C)[C@@H](CN(C)C(=O)C2CCOCC2)Oc2ncc(C3=CCCC3)cc2C1=O,0,-3[16.7 µM],·,-2,-1,5,2.5,-8
C/C(=N\NC(=O)c1cccnc1)c1ccc(-c2ccccc2)cc1,2,-1,0,-1,5,·,1.6,·
COc1ccc(C(=O)Nc2nnc(Cc3ccccc3)s2)c(OC)c1,0,·,7,8,·,-6,2.5,3
Cc1cc(C2CCCCC2)n(O)c(=O)c1,0,12,-5,3,14,-23,-0.1,·
COc1ccc(C2NC(=O)c3ccccc3O2)cc1 (stereo not given),1,·,6,1,·,-5,2.4,4
COc1ccc(NC(=O)N2C[C@H](O)COC[C@H]3O[C@@H](CC(=O)NC4Cc5ccccc5C4)CC[C@@H]32)cc1,-4,-2[16.7 µM],-8,1,2,-6,-1.3,8
O=C(NCCS(=O)(=O)N1CCC2(CC1)OCCO2)c1ccc(F)cc1,2,·,-2,-1,·,2,1.4,12
CCC(CC)NC(=O)COC(=O)c1ccc(NS(=O)(=O)c2ccc3c(c2)OCCO3)cc1,0,17,5,7,·,1,·,·
O=C(CC1C(=O)NC2CCCCC2N1C(=O)c1ccc(F)cc1)Nc1ccccc1 (stereo not given),-2,1,-4,9,-17,-27,·,·
Cc1ccc(C)c2[nH]c(=O)c(CN(CCN3CCCC3)C(=O)Nc3ccc(F)cc3)cc12,3,6,·,-2,-20,-16,·,25
